HT1080 viability: HT1080 cell viability loss – fluorescence readout (AID 620); HT1080 viability, fluorescence; higher % means a stronger effect; cytotoxicity, % at 10 µM; hits with a dose series show EC50 in µM; 87,000 tested, 0.42% active; in the data active means cytotoxicity above about 50%;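 further: cells exposed to compound overnight then 4 h with Alamar Blue; 0% = vehicle DMSO and 100% = killing control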
LYP phosphatase: LYP phosphatase inhibitors, primary screen, biochemical, DiFMUP fluorescence, recombinant catalytic domain, 10 µM (AID 606); recombinant LYP catalytic domain, DiFMUP fluorescence; higher % means a stronger effect; inhibition, % at 10 µM, or IC50 in µM where a hit was titrated; 52,000 tested, under 10 active;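 active means IC50 under 40 µM in the dose-response test; inactive means IC50 of 40 µM or more, or never dose-tested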
* marks the source's active call; other numbers are inactive results; . = not tested or not shown; & = joins results of further samples. Only part of the results is shown. The share of hits here may be higher or lower than overall.

Compound: OCC12CO[C@@H]3c4ccccc4[C@H](OC1)N32 (some centres undefined)
  HT1080 viability: -8%
  LYP phosphatase: .

Compound: O=C(N/N=C1/CN2CCC1CC2)c1cc2ccccc2cc1O
  HT1080 viability: 2%
  LYP phosphatase: .

Compound: CCSc1nnc(C(N)Cc2ccccc2)o1 (centres undefined)
  HT1080 viability: -10%
  LYP phosphatase: .

Compound: O=C1CCCN1C(=O)c1cncc(Br)c1
  HT1080 viability: -13%
  LYP phosphatase: .

Compound: C=CCn1c(O)c(C(C)=NCCC2=CCCCC2)c(=O)[nH]c1=O
  HT1080 viability: -13%
  LYP phosphatase: .

Compound: CCCc1nc2ccccc2c(=O)n1-c1ccc(OC)cc1
  HT1080 viability: -15%
  LYP phosphatase: .

Compound: Cc1cc(C)nc(-n2c(C)nc3cc(Cl)ccc3c2=O)c1
  HT1080 viability: 1%
  LYP phosphatase: .

Compound: CC/C(=C\C=C\[C@@H]1C=C[C@@H]2CCC[C@H]2[C@@H]1C(=O)c1ccc[nH]1)[C@@H]1O[C@@H]([C@@H](C)C(=O)O)CC[C@@H]1C
  HT1080 viability: 11%
  LYP phosphatase: .

Compound: OC(c1ccccc1)(c1ccccc1)C1CCNCC1
  HT1080 viability: 2%
  LYP phosphatase: .

Compound: CC1(C)COC(Nc2cccc(Cl)c2)=N1
  HT1080 viability: -7%
  LYP phosphatase: .

Compound: CC[N+](CC)(CC)CCCCCCCCCC[N+](CC)(CC)CC
  HT1080 viability: -5%
  LYP phosphatase: .

Compound: CC(C)n1cc(C(=O)N(CC(=O)NC(C)(C)C)Cc2ccccc2)cn1
  HT1080 viability: -13%
  LYP phosphatase: .

Compound: CCCCOc1ccc(CN2CCN(CC)CC2)cc1
  HT1080 viability: -1%
  LYP phosphatase: .

Compound: CCC(COC(=O)NC)NC(=O)Oc1ccccc1 (centres undefined)
  HT1080 viability: 23%
  LYP phosphatase: .

Compound: COP(=O)(OC)C1(Nc2ccc(C)cc2)CCCCC1
  HT1080 viability: -13%
  LYP phosphatase: .

Some of the entries above in another layout.
canonical_smiles	HT1080 viability	LYP phosphatase
OC(c1ccccc1)(c1ccccc1)C1CCNCC1	2%	.
CC1(C)COC(Nc2cccc(Cl)c2)=N1	-7%	.

Part of the list above, with two lines to a compound:
Results follow in this order: HT1080 viability	LYP phosphatase
C=CCn1c(O)c(C(C)=NCCC2=CCCCC2)c(=O)[nH]c1=O
→ -13%	.
CCCc1nc2ccccc2c(=O)n1-c1ccc(OC)cc1
→ -15%	.
Cc1cc(C)nc(-n2c(C)nc3cc(Cl)ccc3c2=O)c1
→ 1%	.
CC/C(=C\C=C\[C@@H]1C=C[C@@H]2CCC[C@H]2[C@@H]1C(=O)c1ccc[nH]1)[C@@H]1O[C@@H]([C@@H](C)C(=O)O)CC[C@@H]1C
→ 11%	.
OC(c1ccccc1)(c1ccccc1)C1CCNCC1
→ 2%	.
CC1(C)COC(Nc2cccc(Cl)c2)=N1
→ -7%	.
CC[N+](CC)(CC)CCCCCCCCCC[N+](CC)(CC)CC
→ -5%	.

The main list resumes; the two compounds before the break are reprinted first.
Compound: CCC(COC(=O)NC)NC(=O)Oc1ccccc1 (centres undefined)
  HT1080 viability: 23%
  LYP phosphatase: .

Compound: COP(=O)(OC)C1(Nc2ccc(C)cc2)CCCCC1
  HT1080 viability: -13%
  LYP phosphatase: .

Compound: CCCC(C)C1(CC)C(=O)NC(=Nc2ccccc2)NC1=O (centres undefined)
  HT1080 viability: -7%
  LYP phosphatase: .

Compound: CCCc1cc2c(n1Cc1ccco1)C(C)C1CN(C(=O)c3ccccc3)C(C)(C(=O)OC)C21 (centres undefined)
  HT1080 viability: 1%
  LYP phosphatase: .

Compound: Nc1ccccc1C(=O)OCC(=O)N1CCc2ccccc21
  HT1080 viability: -10%
  LYP phosphatase: .

Compound: Cc1ccccc1OCCN=Cc1c(O)n(C)c(=O)n(C)c1=O
  HT1080 viability: -10%
  LYP phosphatase: .

Compound: CC(=Nc1c(C)n(C)n(-c2ccccc2)c1=O)c1c(O)n(Cc2ccccc2)c(=O)[nH]c1=O
  HT1080 viability: -1%
  LYP phosphatase: .

Compound: Cn1c(O)c(C(c2ccncc2)c2c(O)n(C)c(=S)n(C)c2=O)c(=O)n(C)c1=S
  HT1080 viability: 0%
  LYP phosphatase: .

Compound: Cc1nn(C)cc1/C=C1/CC2C3CC=C4CC(O)CCC4(C)C3CCC2(C)C1=O (centres undefined)
  HT1080 viability: 3%
  LYP phosphatase: .

Compound: COCCNC(=O)c1c(N)n(CCC(C)C)c2nc3ccccc3nc12
  HT1080 viability: -2%
  LYP phosphatase: .

Compound: Cc1ccc(S(=O)(=O)N2CC3CC(C2)c2cccc(=O)n2C3)cc1 (centres undefined)
  HT1080 viability: -2%
  LYP phosphatase: .

Compound: CCOC(=O)C1=C(N)OC2=C(C(=O)CCC2)C12C(=O)N(CC(N)=O)c1ccccc12 (centres undefined)
  HT1080 viability: 23%
  LYP phosphatase: .

Compound: CN1C(=O)/C(=C/c2ccc(N3CCCCCC3)o2)C(=O)NC1=S
  HT1080 viability: -5%
  LYP phosphatase: .

Compound: O=C(NC(c1ccc(Cl)cc1)P(=O)(Oc1ccccc1)Oc1ccccc1)OCc1ccccc1 (centres undefined)
  HT1080 viability: 2%
  LYP phosphatase: .

Compound: Cc1c(/C=N/O)c2ccccc2n1C
  HT1080 viability: -6%
  LYP phosphatase: .

Compound: O=C(C1CCC(=O)N1Cc1ccccc1Cl)N1CCC2(CC1)OCCO2 (centres undefined)
  HT1080 viability: -1%
  LYP phosphatase: .

Compound: CCOc1ccc(N=Cc2c(O)n(C(C)(C)C)c(=O)[nH]c2=O)cc1
  HT1080 viability: -22%
  LYP phosphatase: .

Compound: CC(C(=O)c1c[nH]c2ccccc12)N1CCSCC1 (centres undefined)
  HT1080 viability: 0%
  LYP phosphatase: .

Compound: COC(=O)[C@H]1C[C@H]2CC[C@H](O)C[C@H]2N1CC1CC1
  HT1080 viability: 18%
  LYP phosphatase: .

Compound: COc1ccc(CCN(C)Cc2ccc(F)cc2F)cc1OC
  HT1080 viability: -10%
  LYP phosphatase: .

Compound: Cn1c(O)c(C(=O)c2ccccc2F)c(=O)n(C)c1=O
  HT1080 viability: -6%
  LYP phosphatase: .

Compound: COc1cc(/C=N/NC(=O)Cn2c([N+](=O)[O-])cnc2C)ccc1OC(=O)N(C)C
  HT1080 viability: 8%
  LYP phosphatase: .

Compound: Fc1ccc2c(c1)nnn2C1CCN(Cc2c(Cl)cccc2Cl)CC1
  HT1080 viability: -1%
  LYP phosphatase: .

Compound: S=C1CN=C(c2ccccc2)c2cc(Cl)ccc2N1
  HT1080 viability: -3%
  LYP phosphatase: .

Compound: O=C(CN1CCCC1=O)Nc1ccccc1
  HT1080 viability: 5%
  LYP phosphatase: .

Compound: O=C(O)c1c[nH]c2ccc(S(=O)(=O)N(CCCl)CCCl)cc12
  HT1080 viability: 1%
  LYP phosphatase: .

Compound: CCCC/C(C)=C/[C@@H](NP(=O)(c1ccccc1)c1ccccc1)c1ccccc1
  HT1080 viability: 0%
  LYP phosphatase: .

Compound: O=P(C(Cl)Cl)(N1CCCCC1)N1CCCCC1
  HT1080 viability: 26%
  LYP phosphatase: .

Compound: CCN(CC)CCN=Cc1c(O)n(Cc2ccccc2)c(=O)[nH]c1=O
  HT1080 viability: -13%
  LYP phosphatase: .

Compound: CCN(CC)P(=O)(NC(=O)C(Cl)(Cl)Cl)N(CC)CC.[Cl-].[Cl-].[Cl-].[Nd+3]
  HT1080 viability: -11%
  LYP phosphatase: .

Compound: CCN(CC)c1ccc(N=Cc2c(O)n(-c3ccc(OC)cc3)c(=O)[nH]c2=O)cc1
  HT1080 viability: 0%
  LYP phosphatase: .

Compound: CC(C)NS(=O)(=O)c1ccc(OCC(=O)N2CCN(Cc3ccc4c(c3)OCO4)CC2)c(Cl)c1
  HT1080 viability: 1%
  LYP phosphatase: .

Sorted by number of heavy atoms (smallest number first): three of the compounds above.
Compound: O=C(CN1CCCC1=O)Nc1ccccc1
  HT1080 viability: 5%
  LYP phosphatase: .

Compound: O=C(O)c1c[nH]c2ccc(S(=O)(=O)N(CCCl)CCCl)cc12
  HT1080 viability: 1%
  LYP phosphatase: .

Compound: CCN(CC)CCN=Cc1c(O)n(Cc2ccccc2)c(=O)[nH]c1=O
  HT1080 viability: -13%
  LYP phosphatase: .

The list continues:
Compound: O=C(c1cccn2c(=O)c3ccc(Cl)cc3nc12)N1CCC2(CC1)OCCO2
  HT1080 viability: -1%
  LYP phosphatase: .

Compound: CCCOC(=O)c1c(N)n(Cc2cccs2)c2nc3ccccc3nc12
  HT1080 viability: -1%
  LYP phosphatase: .

Compound: Cc1oc(-c2cccs2)nc1CSCC(=O)N1CCC2(CC1)OCCO2
  HT1080 viability: 6%
  LYP phosphatase: .

Compound: C=C1C(O)(c2ccccc2)C2CC[N+]1(C)CC2 (centres undefined)
  HT1080 viability: 0%
  LYP phosphatase: .

Compound: Cc1c(N=Cc2c(O)n(Cc3ccc(F)cc3)c(=O)[nH]c2=O)c(=O)n(-c2ccccc2)n1C
  HT1080 viability: -5%
  LYP phosphatase: .

Compound: O=C(CN1CCOCC1)Nc1ccc(Br)cc1C(=O)c1ccccc1
  HT1080 viability: 8%
  LYP phosphatase: .

Compound: Cc1cc2c(C(C)C)c(O)c(O)c(C=O)c2c(O)c1-c1c(C)cc2c(C(C)C)c(O)c(O)c(C=O)c2c1O
  HT1080 viability: -6%
  LYP phosphatase: 21%&15%

High-throughput results: PubChem, several laboratories
